PI5P4K alpha inh: inhibitors of human PI5P4K alpha | P48426 | PI5P4Kalpha enzyme, ADP-Glo luminescence, 60 min; stronger effect = lower value | max response, % | actives 1.2% (n = 330,000) | AID 652105; active = max response of -50% or lower; inconclusive = between -30% and -50%; inactive = -30% or higher; note: value at the top dose of about 77 µM; % is set by controls: 0 for no effect and ±100 for the full control effect
Target sequence (P48426 whole entry, looked up): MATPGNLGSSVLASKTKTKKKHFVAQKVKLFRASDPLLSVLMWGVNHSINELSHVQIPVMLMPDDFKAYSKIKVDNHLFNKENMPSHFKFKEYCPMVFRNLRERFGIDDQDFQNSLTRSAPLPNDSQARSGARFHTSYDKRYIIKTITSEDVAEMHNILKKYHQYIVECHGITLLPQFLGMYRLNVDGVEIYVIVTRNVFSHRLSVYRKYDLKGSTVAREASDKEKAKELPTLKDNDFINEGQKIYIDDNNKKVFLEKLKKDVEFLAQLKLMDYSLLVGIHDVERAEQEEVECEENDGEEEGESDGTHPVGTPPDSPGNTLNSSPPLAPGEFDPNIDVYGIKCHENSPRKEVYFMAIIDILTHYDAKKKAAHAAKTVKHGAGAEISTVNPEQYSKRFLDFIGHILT
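qHTS, 1536-well: enzyme/substrate mix, compound by pin tool, 5 microM ATP final; RT 60 min; ADP-Glo reagents 1 (45 min) then 2 (30 min); luminescence.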
FUS suppressor: FUS proteinopathy suppression in yeast. S. cerevisiae FUS-expressing, growth rescue, OD600, 24 h. Potency, µM (series often up to 76.6 µM), inactives show top-dose growth rescue (activation), actives largely listed as activators. actives 0.24% (n = 390,000);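 note: potency is the fitted concentration of half-maximal effect; plate controls were DMSO vehicle for no effect and reference control for full effect; nearly all actives have a fitted effect of over 55% in size; some results filed as inactive show a strong effect at the top dose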
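Steps: raffinose overnight preculture; dilution to OD 0.005 in 2% galactose minimal medium; compound addition (concentration series); 24hr at 30C, 99% humidity; absorbance read at 600 nm.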
aSyn yeast inh: rescues yeast growth from alpha-synuclein toxicity; Yeast expressing alpha-synuclein, growth rescue, BacTiter-Glo, 24 h; actives 0.14% (n = 370,000); AID 652106; Potency, µM (doses to about 46.1 µM), without a hit: at the highest dose growth rescue (activation), actives largely listed as activators; note: potency is the fitted concentration of half-maximal effect; % of control where 0% means no effect; nearly all actives have a fitted effect of over 65% in size
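Rescue of yeast growth: cells expressing toxic alpha-synuclein, induced in galactose at OD600 0.02, incubated with compound 24 h at 30 C. ATP luminescence quantified growth; inhibitors of toxicity appear as activators.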
EPAC1 antagonist: EPAC1 (human) antagonism; EPAC1 GEF assay, Rap1b-BODIPY-GDP exchange fluorescence; Potency, µM (titrated, usually from 115 µM), without a hit: at the highest dose activity change, negative = inhibition, hits mostly inhibitors; AID 720709; actives 0.14% (n = 360,000); O95398;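 note: potency is the fitted concentration of half-maximal effect; plate controls were vehicle for no effect and positive control for full effect; nearly all actives have a fitted effect of over 50% in size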
WRN inhibitor: blocks human WRN helicase; Potency, µM (series often up to 114 µM), for the others: at the highest dose activity change, negative = inhibition, hits mostly inhibitors; Q14191; WRN helicase unwinding, fluorescent forked duplex, kinetic; actives 0.46% (n = 360,000); note: potency is the fitted concentration of half-maximal effect; % is set by controls: 0 for no effect and ±100 for the full control effect; nearly all actives have a fitted effect of over 55% in size
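Kinetic fluorescence helicase assay: unwinding of a quenched forked DNA duplex (100 nM final) with 2 mM ATP final raises red fluorescence (525/598 nm). Compounds sat 15 min at room temperature with 20 nM WRN beforehand.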
IL2 activator: IL-2 activation | IL-2 activation reporter assay, cell-based qHTS; stimulated with anti-CD3/CD4/CD28 beads; in transgenic mouse T cells | activation, % (series mostly up to about 46 µM) | actives 0.065% (n = 360,000) | AID 652025; in the data active = activation above about 50%; inconclusive = mostly about 30% to 49%; note: 0% is about no effect
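Screening format: compound pinned onto unstimulated transgenic mouse T cells, 60 min incubation, then anti-CD3/anti-CD4/anti-CD28 bead stimulation for 18 hours at 37 degrees C, followed by EGFP and DsRed detection.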
PLK1 PBD block: PLK1 (human) polo-box domain binding inhibition. P53350. Plk1 PBD binding of FITC phosphopeptide, fluorescence polarization. Potency, µM, without a hit: max response, negative = inhibition, most hits filed as inhibitors. actives 2.8% (n = 360,000). AID 720504; note: potency is the fitted concentration of half-maximal effect; series mostly up to about 57 µM; % is set by controls: 0 for no effect and ±100 for the full control effect; nearly all actives have a fitted effect of over 65% in size
Target sequence (P53350 whole entry, looked up, the tested form may be a part): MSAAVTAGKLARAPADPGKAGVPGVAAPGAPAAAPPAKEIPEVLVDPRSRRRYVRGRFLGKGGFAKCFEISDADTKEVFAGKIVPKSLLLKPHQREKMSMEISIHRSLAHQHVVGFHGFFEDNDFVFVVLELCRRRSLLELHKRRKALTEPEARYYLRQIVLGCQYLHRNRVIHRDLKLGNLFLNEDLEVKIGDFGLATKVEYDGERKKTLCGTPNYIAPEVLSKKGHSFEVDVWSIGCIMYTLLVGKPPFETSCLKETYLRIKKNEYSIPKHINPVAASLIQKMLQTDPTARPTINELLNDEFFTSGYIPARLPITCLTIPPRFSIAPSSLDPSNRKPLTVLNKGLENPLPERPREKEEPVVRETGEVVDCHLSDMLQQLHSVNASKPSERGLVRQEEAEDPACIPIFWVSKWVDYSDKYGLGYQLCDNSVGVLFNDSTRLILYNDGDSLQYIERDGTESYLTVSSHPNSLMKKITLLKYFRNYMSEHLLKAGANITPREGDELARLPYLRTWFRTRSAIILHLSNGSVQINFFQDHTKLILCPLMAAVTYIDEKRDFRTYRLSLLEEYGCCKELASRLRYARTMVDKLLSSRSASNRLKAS
EPAC1 ag: activates human EPAC1 exchange factor; actives 0.073% (n = 360,000); O95398; EPAC1 agonist qHTS, biochemical assay; response scale: 100% = response to 6.5 mM cAMP; Potency, µM (titrated, usually from 154 µM), without a hit: at the top dose activation, hits mostly activators; AID 720707; note: potency is the fitted concentration of half-maximal effect; nearly all actives have a fitted effect of over 60% in size
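Compounds were pinned as a concentration titration into mixtures of EPAC1 (100 nM), BODIPY-GDP-loaded Rap1B (250 nM) and GDP (50 uM). After 5 min at room temperature, fluorescence was followed for 30 min; activity was scaled to 6.5 mM cAMP.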
Abeta yeast res: A-beta toxicity reversal in yeast | actives 0.063% (n = 410,000) | Potency, µM (doses to about 46.1 µM), without a hit: top-dose growth rescue, most hits filed as activators | AID 1347071 | yeast expressing A-beta42, growth rescue, OD600, 48 h; response scale: 0% DMSO, 100% iron-clioquinol control; note: potency is the fitted concentration of half-maximal effect; nearly all actives have a fitted effect of over 55% in size
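Growth rescue measured by 600 nm absorbance after 48 h yeast culture at 30 C with compound. Values normalized between DMSO and an equimolar ferric chloride plus clioquinol control.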
Numbers without * were called inactive; ? = inconclusive; nt = no result given; & = joins results of further samples; [ ] = remark or other dose. Unless noted, calls come from the whole dose curve; as a rule, active = well fitted curve in the direction sought with a large enough effect; inconclusive = small, poorly fitted or top-dose-only effect, or another doubt; inactive = no such curve, though single readings can be large; an effect the other way counts as inactive or inconclusive.

Sequence of screens: PI5P4K alpha inh | FUS suppressor | aSyn yeast inh | EPAC1 antagonist | WRN inhibitor | IL2 activator | PLK1 PBD block | EPAC1 ag | Abeta yeast res
#1 CC(C)c1ccc(N(C(=O)c2ccco2)C(C(=O)NC2CCCC2)c2ccncc2)cc1 (stereo not drawn)
→ 8 | -3% | -7% | 3% | -3% | -2.0 | -1% | 6% | -7%
#2 Cn1c(=O)c2c(nc(CN3CCN(C(=O)c4ccco4)CC3)n2Cc2ccc(F)cc2)n(C)c1=O
→ nt | 5% | 16% | -2% | -5% | 0.3 | -3% | 6% | -10%
#3 CCO[C@@H]1OC(C(=O)NCc2nc3ccccc3[nH]2)=C[C@H](c2csc3ccccc23)[C@H]1CCCO
→ -8 | 31% | -1% | -13% | -4% | 0.1 | -10% | 3% | 8%
#4 CN(C)/C=N/C(=S)Nc1ccc(Cl)cc1Cl
→ 3 | -2% | -15% | -10% | 9% | -2.2 | ? | -15% | ?
#5 CCc1nccn1CCC(=O)N1CCCC(N2CCN(c3ccccc3C)CC2)C1 (stereo not drawn)
→ 5 | nt | 0% | -4% | -32% | -0.9 | -5% | -6% | -4%
#6 COc1ccc(C#Cc2cccc(-c3nc(C(=O)N4CCN(C)CC4)cc4c3[C@H](CCO)N(S(=O)C(C)(C)C)C4)c2)cc1OC (stereo partly drawn)
→ -1 | 25% | -10% | 1% | -3% | 0.0 | -1% | 8% | -4%
#7 CCC(=O)Nc1sc(C(=O)N2CCCCC2)c(C)c1C#N
→ nt | 13% | 1% | 12% | -10% | 2.3 | 1% | -3% | -13%
#8 Nc1c(C(O)(C(F)(F)F)C(F)(F)F)cc(C(O)(C(F)(F)F)C(F)(F)F)c2ccccc12
→ 1 | 15% | 0% | ? | -5%[57.1 µM] | -1.8 | -7% | -9% | -6%
#9 Cc1cc2c(=O)n(C)c(SCC(=O)Nc3ccc(F)cc3)nc2s1
→ 1 | 14% | 0% | 2% | 9% | -3.8 | -29% | -7% | -2%
#10 COc1ccc(CC(=O)Nc2nccs2)cc1S(=O)(=O)N1CCOCC1
→ 3 | nt | 0% | 2% | 5% | -1.5 | 0% | 2% | 5%
#11 O=C(O)C1C=Cc2ccccc2N1C(=O)c1ccccc1 (stereo not drawn) (tested in a mixture with another compound)
→ 0 | nt | 7% | -1% | 0% | -2.5 | -5% | 10% | 5%
#12 Cc1ccc(C)c(NC(=O)C(OC(=O)c2ccc(NC(=O)CC#N)cc2)c2ccccc2)c1 (stereo not drawn)
→ ? | 24% | 1% | 8% | 9% | -1.1 | 6% | -9% | 5%
#13 CC1(C)C2CCC1(C)C(OC(=O)C[n+]1ccccc1N)C2 (stereo not drawn)
→ 3 | 30% | 3% | 2% | 3% | -0.1 | 0% | 0% | 13%
#14 COc1ccc(-c2csc3ncnc(N4CCN(c5ccc(OC)cc5)CC4)c23)cc1
→ 1 | 17% | 10% | 17% | -7% | -5.0 | 1% | 6% | -4%
#15 COc1ccccc1CNc1nc2cc(-c3ccccc3C)sc2c(=O)n1C
→ 48 | 28% | ? | -7% | -9% | -0.5 | 1% | 8% | 20%
#16 O=[N+]([O-])c1cc([N+](=O)[O-])c(Oc2cccc(Cl)c2Cl)cc1NN1CCCCC1
→ 11 | -3% | -2% | -13% | 0% | -3.1 | -14% | -7% | 0%
#17 O=C(NCCO)/C(=C\c1ccc(Br)cc1)NC(=O)c1cccs1
→ -5 | 18% | -8% | -4% | 8% | -2.3 | -2% | 9% | -13%
#18 COc1ccc(/C=C2\SC(N3CCc4ccccc4C3)=NC2=O)cc1
→ 4 | nt | 17% | 8% | -7% | -4.2 | -7% | 2% | -8%
#19 FCCCOc1ccc(/C=N/OCc2c(Cl)cccc2Cl)cc1
→ 10 | -29% | -2% | 3% | -5% | -0.4 | 1% | 14% | 18%
#20 Cc1nn(C)c(C)c1Nc1ccc(N2C(=O)C3CC=CCC3C2=O)cc1[N+](=O)[O-] (stereo not drawn)
→ -3 | 9% | -6% | 0% | -3% | -0.1 | -18% | 5% | 9%
#21 Cc1cccc(-c2ccc3ncnc(NCc4cccs4)c3c2)c1
→ nt | -1% | nt | 5% | nt | 0.1 | nt | 1% | -11%
#22 COc1ccc(OC)c(CNC(=O)c2nn(C)c3c2CS(=O)(=O)c2ccccc2-3)c1
→ 5 | 6%&-2% | -2% | 13% | -7% | -0.8 | -16% | -4% | 9%&0%
#23 NS(=O)(=O)c1ccc(CNC(=O)NC2(c3ccccc3)CC2)cc1
→ -2 | -10% | -1% | -5% | -1% | 4.5 | 3% | -3% | 12%
#24 Cc1cccc(NC(=O)CCSc2nnc(Cc3ccccc3)o2)c1
→ 6 | nt | 14% | -14% | 2% | 0.5 | -2% | -3% | 5%
#25 CCOC(=O)C(=N/O)/C(C)=N/NC(=O)C(=O)Nc1ccc(Cl)cc1
→ 0 | 20% | -10% | -3% | -7% | 0.8 | -3% | 4% | 5%
#26 CC(=O)C1=C(O)C=C(c2ccco2)CC1c1ccco1 (stereo not drawn)
→ 0 | 22% | 1% | -10% | 5%[57.1 µM] | -1.3 | -3% | 0% | -8%
#27 O=C(Nc1c(C(=O)N2CCOCC2)cnn1-c1ccccc1Cl)c1ccco1
→ nt | 9% | -8% | 14% | 12% | -2.3 | 1% | -4% | -6%
#28 CC(C)c1ccc(OCC(O)Cn2cnc3ccccc32)cc1 (stereo not drawn)
→ 19 | 9% | 8% | -27% | 0% | 18 | -4% | -2% | 4%
#29 C/C=C/Cn1c(Br)nc2c1c(=O)[nH]c(=O)n2C
→ nt | 19% | -7% | 15% | -5% | -2.4 | -4% | -7% | -2%
#30 Cc1ccc2c(c1)C(=C(C#N)C#N)C(=O)N2CCN1CCOCC1
→ -2 | -16% | 5% | 4% | 8% | -1.7 | 12µM* | -20% | 4%
#31 CCOC(=O)c1ccc2[nH]c3c(c2c1)CCCC3O (stereo not drawn)
→ 0 | 15% | -3% | -20% | -4% | 0.8 | -10% | -14% | 9%
#32 O=C(CN(C(=O)c1ccc(Cl)cc1)C1CCCCC1)Nc1ccc(Cl)c([N+](=O)[O-])c1
→ 6 | 23% | 3% | 5% | ? | 3.3 | 0% | -14% | -16%
#33 COCCCNC(=O)CN(c1cc([N+](=O)[O-])ccc1OC)S(C)(=O)=O
→ -2 | -5% | 0% | 3% | -25% | -0.3 | -20% | 7% | -3%
#34 Cc1cccc(NC(=O)CC2CCC2)c1
→ nt | ? | 1% | -1% | -7% | 1.7 | -17% | 10% | 4%
#35 CC(C)NC(=S)N(CCc1ccncc1)C(C)C
→ -10 | 18% | -6% | -7% | -6% | -0.5 | -14% | 5% | 1%
#36 CC(C)CC(=O)Nc1ccc(C(=O)CN2C(=O)NC3(CCOc4ccccc43)C2=O)cc1 (stereo not drawn)
→ 5 | 38% | -7% | ? | 7% | -4.9 | -13% | 4% | -10%
#37 Cc1ccc(OCC(=O)Nc2sc3c(c2C#N)CC(C)(C)NC3(C)C)cc1
→ -3 | 12% | -3% | -9% | 3% | 1.2 | -1% | -5% | 4%
#38 O=C(CN1CCOCC1)N/N=C/c1ccco1
→ 1 | -1% | -6% | 1% | -7% | 0.0 | -11% | 7% | -4%
#39 COc1ccc(/C=N/NC(=O)c2cc(-c3cccn3C)n[nH]2)cc1OC
→ -8 | nt | -7% | 2% | -7%[11.6 µM] | 0.2 | -23% | 7% | -7%
#40 Cc1ccc(S(=O)(=O)NCCC(=O)NC2CCCC2)cc1
→ nt | -8% | -1% | 6% | 3% | -2.1 | 1% | -8% | 1%
#41 C[C@@H]1CN([C@H](C)CO)C(=O)CCCn2nncc2CO[C@H]1CN(C)C(=O)C1CCCCC1
→ -6 | -22% | 2% | -24% | 3% | -2.9 | -13% | 8% | -8%
#42 CCCN1CCN(C(=S)Nc2ccccc2C(F)(F)F)CC1
→ 0 | nt | -1% | 4% | 9% | 0.6 | -11% | 3% | 0%
#43 CCCC(=NCCc1c(C)[nH]c2ccccc12)C1=C(O)CC(c2ccccc2)CC1=O (stereo not drawn)
→ 10 | ? | 9% | 10% | 0% | 1.7 | 3% | -3% | 2%
#44 O=C(NCc1ccccc1)c1ccc(C(=O)N(C2CCCCC2)C2CCCCC2)cc1
→ nt | 37% | ? | -5% | -13% | -1.8 | -8% | 18% | -5%
#45 O=C(/C=C/c1ccccc1)C1=C(O)C(=O)N(CCO)C1c1ccc2c(c1)OCO2 (stereo not drawn)
→ -3 | 25% | -11% | -12% | -24% | 0.6 | -7% | 6% | -20%
#46 CCCCP(=O)(CCCC)CCP(=O)(c1ccccc1)c1ccccc1
→ 0 | 12% | 1% | 21% | 7%[57.1 µM] | 0.9 | -1% | 3% | 18%
#47 COc1ccc(C2C(C#N)=C(N)Oc3c2oc(CO)cc3=O)c(OC)c1OC (stereo not drawn)
→ nt | 9% | 1% | 7% | -3% | -0.3 | -1% | 6% | 8%
#48 CC(C)C(NS(=O)(=O)c1ccccc1F)C(=O)OCC(=O)NCc1ccco1 (stereo not drawn)
→ -4 | 5% | 0% | 8% | -3% | 1.5 | 3% | 3% | 5%
#49 O=C(NCCCN1CCCC1=O)C1CCN(S(=O)(=O)N2CCOCC2)CC1
→ 2 | nt | -6% | -14% | 5% | -2.5 | -5% | 3% | -8%
#50 C/C(=N/NS(=O)(=O)c1ccc(C)cc1C)c1c[nH]c2ccccc12
→ 1 | -7% | -7% | -15% | -7% | -5.0 | -7% | 6% | 26%
#51 CCOC(=O)C(C)N1c2cccc3cccc(c23)S1(=O)=O (stereo not drawn)
→ -7 | -12% | 1% | -2% | 6% | -2.2 | -4% | 5% | 4%

One compound at a time, as listed above. Order of screens: PI5P4K alpha inh | FUS suppressor | aSyn yeast inh | EPAC1 antagonist | WRN inhibitor | IL2 activator | PLK1 PBD block | EPAC1 ag | Abeta yeast res
CCCN1CCN(C(=S)Nc2ccccc2C(F)(F)F)CC1 is listed as 0 | nt | -1% | 4% | 9% | 0.6 | -11% | 3% | 0%
CCCCP(=O)(CCCC)CCP(=O)(c1ccccc1)c1ccccc1 is listed as 0 | 12% | 1% | 21% | 7%[57.1 µM] | 0.9 | -1% | 3% | 18%

Screening data from PubChem.
